# RGS4-Gao reg – modulates binding of RGS4 to human Galphao | Multiplexed bead flow cytometry; actives lie on both sides | binding response (% of control), % at 10 µM | 220,000 compounds, 0.33% hits; in the data active means binding response below about 49% or above about 150%; inactive means in between;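 further: fluorescent Galphao activated with aluminum fluoride binding bead-coupled RGS4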
# Target sequence (P09471 whole entry, looked up): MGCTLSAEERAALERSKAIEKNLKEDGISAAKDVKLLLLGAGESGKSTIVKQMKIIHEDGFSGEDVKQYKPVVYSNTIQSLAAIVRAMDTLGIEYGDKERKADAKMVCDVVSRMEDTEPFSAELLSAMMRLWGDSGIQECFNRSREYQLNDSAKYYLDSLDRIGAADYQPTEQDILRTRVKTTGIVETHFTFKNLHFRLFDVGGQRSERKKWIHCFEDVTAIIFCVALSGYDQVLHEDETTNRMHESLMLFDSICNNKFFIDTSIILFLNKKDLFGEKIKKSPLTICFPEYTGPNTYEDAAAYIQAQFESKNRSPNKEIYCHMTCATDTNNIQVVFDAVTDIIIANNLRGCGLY
# GSH fluor – compound fluoresces at 488/530 nm on GSH beads. GSH beads flow cytometry, compound fluorescence 488/530 nm; hits give high values. fluorescence (KMESF) at 10 µM. 190,000 compounds, 0.25% hits. AID 1776; in the data active means fluorescence above about 89;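 further: glutathione beads carrying GST-tagged Bcl family fusion proteins plus one bare bead set; values are compound well signal with DMSO vehicle wells as background; inactives centre near 16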
# ABCG2 inh – inhibitors of human ABCG2 transporter, ABCB1 counter-screen; Q9UNQ0; IgMXP3 cells, JC-1 efflux, flow cytometry; inhibition, % at 6.6 µM; 190,000 compounds, 0.1% hits;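 active means inhibition above 80%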;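 further: 0% = DMSO and 100% = nicardipine control wells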
#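 test system = two drug-resistant human cell lines, ABCG2 and ABCB1 | amount = 3 million cells/mL final, two lines in 1:1 ratio | reagent = JC-1 transporter substrate | doses = one concentration, 6.6 µM final | incubation = 10 min at 25 °C | signal = flow cytometric JC-1 green MFI at 530 nm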
# Avidin fluor – compound fluoresces at 488/530 nm on avidin beads; compound fluorescence 488/530 nm, flow cytometry; hits give high values; fluorescence (KMESF) at 10 µM; 220,000 compounds, 0.38% hits; AID 1775; in the data active means fluorescence above about 47; further: inactives centre near 10
# Mcl1-Noxa inh – Mcl-1/Noxa interaction inhibition; 220,000 compounds, 1.5% hits; AID 1022; inhibition, % at 21.7 µM; Q07820; TR-FRET Mcl-1/Noxa peptide binding, 2 h;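 active means compounds that cut the protein-peptide binding signal by more than 50% relative to plate controls in a single-dose test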;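 further: His-tagged Mcl-1 with rhodamine Noxa BH3 peptide and terbium anti-His antibody; 0% = Mcl-1 plus Noxa peptide wells and 100% = peptide-only wells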
# Target sequence (Q07820 whole entry, looked up): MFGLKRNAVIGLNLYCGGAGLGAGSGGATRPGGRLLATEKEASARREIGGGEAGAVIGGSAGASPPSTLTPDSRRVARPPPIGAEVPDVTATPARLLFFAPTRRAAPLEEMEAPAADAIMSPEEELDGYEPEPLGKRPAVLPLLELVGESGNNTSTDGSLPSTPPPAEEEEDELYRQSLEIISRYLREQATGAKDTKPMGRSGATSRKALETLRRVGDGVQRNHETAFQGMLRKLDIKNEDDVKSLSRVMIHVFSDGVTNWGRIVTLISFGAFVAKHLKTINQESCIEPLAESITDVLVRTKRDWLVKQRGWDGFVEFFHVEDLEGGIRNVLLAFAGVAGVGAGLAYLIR
# RGS7-Gao – modulates binding of RGS7 to human Galphao. P09471. Multiplexed bead flow cytometry; actives lie on both sides. binding response (% of control), % at 10 µM. 220,000 compounds, 0.35% hits. AID 1439; in the data active means binding response below about 49% or above about 150%; inconclusive means no clear call, values can overlap the other calls; inactive means in between;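 further: fluorescent Galphao held in activated GDP-AlF4 state binding bead-coupled RGS7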
# Mcl1-Bid inh – Mcl-1/Bid interaction inhibition. Q07820. TR-FRET Mcl-1/Bid-Dy647 peptide binding, 1536-well. inhibition, % at 21.7 µM. 220,000 compounds, 0.97% hits. AID 1021;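 active means compounds that cut the binding signal by more than half at the single screening dose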;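 further: His-tagged Mcl-1 with europium anti-His antibody binding Bid BH3 peptide; 0% = Mcl-1 plus peptide wells and 100% = peptide-only wells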
# Bim-Mcl-1 – inhibitors of Bim-Mcl-1 interaction, human; Bead-based flow cytometry, Bim peptide-Mcl-1 binding; inhibition, % at 10 µM; 190,000 compounds, 0.1% hits; in the data active means inhibition above about 40%;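 further: 0% = no compound tracer wells and 100% = peptide blocker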
# RGS8-Gao – regulators of human RGS8-Galphao interaction. P09471. 220,000 compounds, 0.34% hits. multiplexed bead flow cytometry, RGS8-Galphao binding; actives lie on both sides. response (percent of control binding), % at 10 µM. AID 1423; in the data active means response below about 60% or above about 140%; inactive means in between;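 further: Galphao activated as the GDP aluminium fluoride complex binding bead-coupled RGS8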
# Pf gametocyte – inhibitors of late stage P. falciparum gametocyte viability | P. falciparum stage V gametocytes, ATP luminescence, 24 h | inhibition, % at 10.9 µM | 150,000 compounds, 0.065% hits | AID 743093;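 active means inhibition above the mean plus 3 SD of compounds within the control limits, set per campaign, cut at about 38% in these data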;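 further: 0% = DMSO wells and 100% = medium only without gametocytes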
# ABCB1 block – human ABCB1 inhibition, ABCG2 as counter-screen; P08183; AID 1326; 190,000 compounds, 0.067% hits; CCRF-Adr cells, JC-1 efflux, flow cytometry; inhibition, % at 6.6 µM; in the data active means inhibition above about 40%;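 further: 0% = vehicle and 100% = reference inhibitor; higher value means more JC-1 retained so stronger ABCB1 efflux block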
# * = called active by the depositor; ? = inconclusive; nt = not tested or not shown. Hits appear at their usual frequency. Share with any hit: about 3.3%.
SMILES,RGS4-Gao reg,GSH fluor,ABCG2 inh,Avidin fluor,Mcl1-Noxa inh,RGS7-Gao,Mcl1-Bid inh,Bim-Mcl-1,RGS8-Gao,Pf gametocyte,ABCB1 block
CCc1cc2c(=O)c(-c3ccc(F)cc3)c(C)oc2cc1OCC(=O)O,94,15,8,17,28,?,-30,1,96,nt,0.8
CCC(C)[C@H](NC(=O)Nc1cccc(Cl)c1)C(=O)O (stereo partly specified),100,34,5,18,18,101,33,-6,99,nt,0.4
CC(C)OC(=O)c1ccc(NC(=O)C2C3CC4OC(=O)C2C4C3)cc1 (stereo unspecified),98,19,21,23,-8,98,-4,0,102,-8,1.8
CN(C)S(=O)(=O)c1ccc(NC(=O)COC(=O)C2CC3CCCC(C2)C3=O)cc1 (stereo unspecified),89,72,1,14,11,87,-14,-1,93,7,-0.4
COc1ccc(C2=NO[C@@H]3[C@@H]4C[C@@H]([C@H]5C(=O)N(C)C(=O)[C@@H]45)[C@H]23)cc1,99,9,2,16,9,99,1,-6,100,nt,0.7
O=C(Nc1ccc(Cc2ccncc2)cc1)c1ccco1,100,48,8,6,7,101,-33,-6,104,nt,-0.1
O=C(CSc1nnc(-c2cccnc2)n1-c1ccccc1)Nc1ccccc1,90,14,4,4,4,91,-2,-2,96,nt,1.1
O=C(Nc1ccc2c(c1)OCO2)c1ccc(N2C(=O)c3ccccc3C2=O)cc1,100,17,1,5,39,98,56*,0,111,nt,0.0
N#CCSc1ncnc2ccccc12,98,13,2,9,1,?,-4,-1,100,nt,-0.1
C=C(Br)Cn1c(CC(C)C)nc2ccccc21,103,29,5,17,0,98,-28,-2,102,nt,1.0
COC(=O)c1sccc1-c1ccc(C(=O)Nc2cccc(Cl)c2)o1,96,53,0,26,3,93,-23,-3,99,-9,-0.3
CC(C)CNC(=O)COC(=O)c1ccc(Cl)c(S(=O)(=O)N2CCc3ccccc32)c1,101,23,6,10,-2,94,-2,-1,101,-7,1.5
CN(C(=S)Nc1cccnc1)c1ccc(O)cc1,96,12,8,3,11,98,-101,-2,93,17,0.2
Cc1cc(C(F)(F)F)nn1CC(=O)NCc1cccs1,98,11,2,11,-6,93,-26,0,105,5,-0.3
Cc1ccc(C(c2nnnn2CC2CCCO2)N2CCN(C(=O)c3ccco3)CC2)cc1 (stereo unspecified),100,16,1,10,3,101,-2,0,101,20,0.0
Cc1ccc(-c2cc(N)n(-c3ccc(F)cc3)n2)cc1,96,17,2,8,7,?,-32,3,98,5,0.1
CCCSc1nnc(CSc2ncccn2)n1C,98,18,3,6,2,97,-28,1,98,nt,0.1
Cc1c(C(=O)O)oc2ccc(S(=O)(=O)NCc3ccc4c(c3)OCO4)cc12,97,16,1,11,16,99,-11,-3,100,nt,0.4
CCOC(=O)N1CCN(C(=O)CCCCCn2c(=S)[nH]c3ccsc3c2=O)CC1,96,15,1,10,21,99,-44,-6,98,-22,-0.1
O=C(CSc1ccccc1)NCc1cccnc1,101,19,-1,30,14,100,-13,0,101,18,0.1
Cc1cc(Cl)ccc1OCC(=O)NN1C(=O)C2C3C=CC(C3)C2C1=O (stereo unspecified),97,10,3,20,-2,101,-11,-1,100,-4,0.4
COc1ccc(OC)c(NC(=O)c2cccc(S(=O)(=O)N(Cc3ccccc3)c3ccccc3OC)c2)c1,101,13,7,21,1,102,-17,-1,101,-6,1.0
COc1cccc(NC(=O)CSc2nncn2-c2ccccn2)c1,102,32,-2,6,0,103,-3,1,103,-12,-2.4
CCOc1cc(CNn2cnnc2SCC(=O)NC(C)(C)C)ccc1OCC(=O)NC(C)(C)C,103,19,3,10,13,101,-14,0,103,-4,0.2
Cc1nc(C)c2c(=O)cc(-c3ccccc3)[nH]c2n1,101,16,8,11,11,98,-4,-1,102,nt,1.3
CC(=O)Nc1ccc(S(=O)(=O)NCc2ccc3c(c2)cc(C)n3C)cc1,99,15,0,23,47,98,-28,-2,100,nt,0.0
CC(C)n1nnnc1SCC(=O)Nc1ccc2c(c1)OCCO2,97,nt,nt,8,-2,?,-17,nt,98,15,nt
O=C(Nc1ccc(N2CCOCC2)cc1)C1CC(=O)N(c2ccc(F)cc2)C1 (stereo unspecified),110,10,1,9,1,108,-43,-1,105,nt,-0.2
Cc1nn(CC(=O)NCc2cc3ccccc3[nH]2)c(C)c1[N+](=O)[O-],102,6,14,2,12,102,-65,0,100,-23,1.2
COc1ccc(S(=O)(=O)Nc2cccc(Cl)c2)cc1OC,103,25,1,5,-8,104,7,0,102,-10,0.4
COc1ccc([N+](=O)[O-])cc1NC(=O)C(C)OC(=O)c1ccccn1 (stereo unspecified),99,18,9,9,12,?,-11,-2,103,8,0.3
C=CCn1c(SCC(=O)N2c3ccccc3Sc3ccccc32)nnc1-c1ccco1,97,nt,nt,7,-16,?,-25,nt,98,-6,nt
S=C(NCCc1ccccn1)Nc1ccc(Cl)c(Cl)c1,111,13,-2,14,1,113,-40,-1,108,-1,-0.9
COc1cc(C(=O)Nc2nnc(CC(C)(C)C)s2)c([N+](=O)[O-])cc1OC,103,19,40,13,6,107,2,-2,103,6,5.3
O=C(N/N=C/c1c[nH]c2ccccc12)c1cc(-c2ccc(-c3ccccc3)cc2)n[nH]1,92,9,-2,32,47,98,52*,0,99,-20,-0.6
O=C(NCc1ccco1)c1cc2nc(-c3ccc4c(c3)OCO4)cc(C(F)(F)F)n2n1,94,8,7,11,27,86,-16,-3,96,-1,0.9
CCOc1ncccc1C(=O)Nc1ccc2c(C)cc(=O)oc2c1,96,30,3,5,-1,99,5,-1,104,nt,0.6
COc1ccc(C2CC(c3cccs3)Nc3nnnn32)cc1 (stereo unspecified),99,9,4,12,12,91,-3,-3,102,14,0.7
CCC(=O)NNc1nc2c(F)cccc2s1,102,8,8,11,1,97,-45,2,101,-12,0.3
COC(=O)CSc1nnc(CNC(=O)c2ccc(S(=O)(=O)N(C)C)cc2)n1C,103,19,-2,7,-1,106,-26,0,101,-10,-0.6
O=C(CSc1ncnc2ccccc12)Nc1ccc2c(c1)OCO2,101,17,5,4,33,100,-19,-3,99,nt,0.8
COc1ccc(Cl)cc1/C=C(\C#N)C(N)=O,102,10,3,11,-4,103,-8,0,100,9,0.2
O=C(Cc1ccc(Cl)cc1)NCc1nc(-c2ccccc2)no1,100,10,6,11,-4,97,-6,0,101,nt,-0.2
Fc1ccccc1N1CCN(c2nnnn2-c2ccccc2)CC1,108,7,3,24,-16,106,-4,2,110,6,0.7
COc1ccc(Nc2nc(Nc3ccc(OC)cc3)nc(-n3[nH]c(=O)c(C)c3C)n2)cc1,100,33,0,8,41,96,45,-1,99,4,0.2
NC(=O)c1ccc(NC(=O)COC(=O)CC(NC(=O)c2ccccc2Cl)c2ccccc2)cc1 (stereo unspecified),104,9,1,16,25,99,-23,-2,101,2,nt
Clc1cccc(Cl)c1-c1nnc2ccc(N3CCOCC3)nn12,89,15,2,9,14,86,-11,-1,93,nt,0.2
COc1ccc(-c2c([C@H]3[C@@H]4C=CCC[C@@]4(C)C(=O)N3Cc3ccccc3)ccc3ccccc23)cc1OC,105,nt,nt,8,-16,?,-14,nt,100,nt,nt
CN(C)S(=O)(=O)c1ccc(NC(=O)COC(=O)c2ccccn2)cc1,102,15,2,32,27,97,-21,-2,100,nt,0.1
CCn1c2ccccc2c2nnc(SCC(=O)c3c(N)n(C)c(=O)n(C)c3=O)nc21,101,13,3,11,30,?,-4,2,103,11,-0.1

# Other compounds
SMILES,RGS4-Gao reg,GSH fluor,ABCG2 inh,Avidin fluor,Mcl1-Noxa inh,RGS7-Gao,Mcl1-Bid inh,Bim-Mcl-1,RGS8-Gao,Pf gametocyte,ABCB1 block
COCCNC(=O)C1CCN(S(=O)(=O)N2CCC3(CC2)OCCO3)CC1,98,27,1,9,9,99,-10,0,100,nt,0.3
O=C1c2ccccc2CC1Sc1nnc(-c2ccccn2)o1 (stereo unspecified),101,16,-1,5,32,95,11,-4,96,nt,-0.7
O=C1c2ccc([N+](=O)[O-])cc2C(=O)N1c1c[nH]c(=O)[nH]c1=O,105,23,0,15,-15,105,-24,0,103,-4,0.0
CSCC[C@H](NC(=O)C1=NN(c2c(F)c(F)cc(F)c2F)C(=O)CC1)c1nc2ccccc2[nH]1,106,nt,nt,nt,17,?,-40,nt,105,-15,nt
Cc1ccc(NC(=O)/C(=C\c2cccs2)NC(=O)c2ccccc2)cc1,105,5,-1,14,1,106,-24,5,107,-8,0.0
Cn1c(SCc2ccccc2)nnc1-c1c[nH]c2ccccc12,102,28,2,7,7,103,-19,-1,103,nt,0.9
CC1=C(C(=O)OCc2ccccc2)C(c2ccoc2)C(C#N)=C(N)O1 (stereo unspecified),97,25,0,19,7,97,-24,0,100,nt,-0.1

# Molecules above that have a furan ring, fused or not:
SMILES,RGS4-Gao reg,GSH fluor,ABCG2 inh,Avidin fluor,Mcl1-Noxa inh,RGS7-Gao,Mcl1-Bid inh,Bim-Mcl-1,RGS8-Gao,Pf gametocyte,ABCB1 block
O=C(Nc1ccc(Cc2ccncc2)cc1)c1ccco1,100,48,8,6,7,101,-33,-6,104,nt,-0.1
COC(=O)c1sccc1-c1ccc(C(=O)Nc2cccc(Cl)c2)o1,96,53,0,26,3,93,-23,-3,99,-9,-0.3
Cc1ccc(C(c2nnnn2CC2CCCO2)N2CCN(C(=O)c3ccco3)CC2)cc1 (stereo unspecified),100,16,1,10,3,101,-2,0,101,20,0.0
Cc1c(C(=O)O)oc2ccc(S(=O)(=O)NCc3ccc4c(c3)OCO4)cc12,97,16,1,11,16,99,-11,-3,100,nt,0.4
C=CCn1c(SCC(=O)N2c3ccccc3Sc3ccccc32)nnc1-c1ccco1,97,nt,nt,7,-16,?,-25,nt,98,-6,nt
O=C(NCc1ccco1)c1cc2nc(-c3ccc4c(c3)OCO4)cc(C(F)(F)F)n2n1,94,8,7,11,27,86,-16,-3,96,-1,0.9
CC1=C(C(=O)OCc2ccccc2)C(c2ccoc2)C(C#N)=C(N)O1 (stereo unspecified),97,25,0,19,7,97,-24,0,100,nt,-0.1

# High-throughput results (PubChem)
